Fh CTSL1 inh: Fasciola hepatica cathepsin L1 inhibitors, primary screen, counter-screen for PFM18AAP inhibitor project, biochemical, QFRET, fluorogenic peptide substrate; recombinant F. hepatica cathepsin L1, Z-Leu-Arg-MCA fluorescence; inhibition, % at 5.96 µM; hit rate 0.49% among 300,000;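 active means inhibition above the mean of all tested compounds plus 3 SD, set per screening campaign, cut at about 17% in these data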;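 further: 0% = plate median of test compound wells and 100% = 1 µM Z-Phe-Ala-diazomethylketone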
PP5 inh: PP5 phosphatase inhibitors, primary screen, biochemical, fluorescence; Serine/threonine-protein phosphatase 5 (Homo sapiens), P53041; inhibition, % at 6.7 µM; purified PP5c, OMFP substrate fluorescence; hit rate 0.18% among 320,000; AID 1987, 2009;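 active means inhibition above the campaign's mean inhibition across all tested compounds plus 3 SD, cut at about 9.5% in these data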;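 further: 0% = DMSO only and 100% = 100 µM cantharidin control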
PREPL inh: PREPL enzyme inhibitors, primary screen, biochemical, fluorescence polarization; Prolyl endopeptidase-like (Homo sapiens), Q4J6C6; recombinant PREPL, fluorescence polarization activity-based probe; inhibition, % at 5.96 µM; hit rate 0.68% among 320,000; in the data active means inhibition above about 43%;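 further: 0% = enzyme with DMSO and 100% = wells lacking enzyme; many of its hits are not listed in these tables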
LYPLA2 counter: LYPLA2 inhibitors, primary screen, counter-screen for PME1 inhibitor project, biochemical, fluorescence polarization, FP-Rh probe ABPP; Acyl-protein thioesterase 2 (Homo sapiens), O95372; recombinant LYPLA2; inhibition, % at 5.9 µM; hit rate 0.38% among 320,000;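 active means inhibition above the screen-wide mean plus 3 SD, limit set per campaign, cut at about 26% in these data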;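 further: 0% = LYPLA2 with DMSO and 100% = wells lacking LYPLA2 enzyme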
Target sequence (O95372 whole entry, looked up): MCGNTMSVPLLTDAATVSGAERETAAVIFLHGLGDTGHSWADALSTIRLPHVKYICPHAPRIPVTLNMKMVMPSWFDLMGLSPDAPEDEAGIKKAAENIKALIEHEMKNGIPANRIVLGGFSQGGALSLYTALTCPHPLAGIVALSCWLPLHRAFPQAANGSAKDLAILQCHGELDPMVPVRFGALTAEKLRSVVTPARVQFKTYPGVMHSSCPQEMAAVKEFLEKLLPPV
GASC-1 inh: inhibitors of GASC-1 histone demethylase, primary screen, biochemical, fluorescence, DELFIA europium. AID 2099, 2009. inhibition, % at 2.35 µM. hit rate 0.069% among 330,000. Lysine-specific demethylase 4C (Homo sapiens), Q9H3R0. GST-JMJD2C(1-420) H3K9me3 demethylation;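 active means more than half of a compound's replicate wells show inhibition beyond 50%, single wells judged on their own value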;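 further: signal counts dimethyl H3K9 product captured on neutravidin plate; 0% = median of DMSO wells and 100% = 0.3 times that DMSO median; strong numbers were not always called active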
Target sequence (Q9H3R0 1-420 limits assumed): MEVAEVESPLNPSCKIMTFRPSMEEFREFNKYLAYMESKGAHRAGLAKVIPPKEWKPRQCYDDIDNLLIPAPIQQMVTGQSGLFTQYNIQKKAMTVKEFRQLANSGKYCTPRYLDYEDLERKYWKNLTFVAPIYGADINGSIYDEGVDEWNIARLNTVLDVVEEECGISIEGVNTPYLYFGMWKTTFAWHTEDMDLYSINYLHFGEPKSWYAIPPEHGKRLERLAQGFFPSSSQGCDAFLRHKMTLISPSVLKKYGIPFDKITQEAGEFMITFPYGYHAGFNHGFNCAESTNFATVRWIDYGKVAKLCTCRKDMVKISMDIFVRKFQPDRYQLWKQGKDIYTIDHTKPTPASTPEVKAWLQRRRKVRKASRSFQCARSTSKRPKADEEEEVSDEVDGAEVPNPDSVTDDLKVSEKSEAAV
PP1 counter: PP1-alpha phosphatase inhibitors, primary screen, counter-screen for PP5 inhibitor project, biochemical, fluorescence, OMFP substrate, single point; hit rate 0.9% among 320,000; purified PP1alpha; inhibition, % at 6.7 µM; Serine/threonine-protein phosphatase PP1-alpha catalytic subunit (Homo sapiens), P62136; AID 2235, 2010;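 active means inhibition above the mean inhibition of all tested compounds plus 3 SD, computed separately for each screening campaign, cut at about 15% in these data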
Target sequence (P62136 whole entry, looked up): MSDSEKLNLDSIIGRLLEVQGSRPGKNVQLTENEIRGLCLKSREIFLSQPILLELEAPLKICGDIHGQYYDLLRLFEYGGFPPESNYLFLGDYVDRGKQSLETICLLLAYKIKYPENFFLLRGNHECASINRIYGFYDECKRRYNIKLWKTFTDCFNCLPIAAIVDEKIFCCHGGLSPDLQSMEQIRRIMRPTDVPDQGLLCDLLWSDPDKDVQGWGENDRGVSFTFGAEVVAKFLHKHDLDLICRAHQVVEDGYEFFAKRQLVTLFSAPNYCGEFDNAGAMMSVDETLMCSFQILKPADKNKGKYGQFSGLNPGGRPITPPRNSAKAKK
Efflux pump mplx: inhibitors of Candida efflux pumps in yeast, primary screen, S. cerevisiae, Nile Red, multiplex; inhibition, % at 10 µM; S. cerevisiae Candida pump triplex; hit rate 0.44% among 330,000;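 active means plate passing quality check with inhibition over a set limit, or well fluorescence over plate mean plus 4 SD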;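 further: Nile Red retained in pooled yeast measured as flow cytometry median fluorescence; 0% = buffer negative control and 100% = Enniatin B positive control; higher means more Nile Red kept so more efflux inhibition; some compounds called inactive have numbers as strong as hits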
core dimer inh: inhibitors of HCV core protein dimerization, primary screen, biochemical, TR-FRET, high-throughput; TR-FRET GST/Flag-core106 dimerization, 1536-well; inhibition, % at 5 µM; hit rate 0.33% among 300,000;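 active means inhibition above the mean of all tested compounds plus 3 SD, set per screening campaign, cut at about 45% in these data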
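System – GST-tagged and Flag-tagged HCV core protein residues 1-106 · Repeats – one well for each compound · Technique – TR-FRET 671 and 617 nm emission · Doses – one concentration, 5 µM, in 0.5% DMSO · Times – 4 h, 22.5 °C incubation · Also added – Eu donor and XL665 acceptor anti-tag antibodies · Measure – percent inhibition of core106 dimerization signal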
TPT1 inh: Candida albicans TPT1 enzyme inhibitors, primary screen, biochemical, fluorescence polarization. inhibition, % at 5 µM. recombinant caTPT1, FP RNA substrate dephosphorylation. tRNA 2'-phosphotransferase TPT1 (Candida albicans SC5314). hit rate 0.81% among 300,000;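 active means inhibition above the mean of all tested compounds plus 3 SD, set per screening campaign, cut at about 24% in these data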;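 further: plate controls were DMSO alone for no effect and ferristatin control at 100 nM for full effect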
Active calls of the source: *; x = no result given; & = joins results of further samples. Only part of the results is shown; rates above refer to the full screens.

SMILES	Fh CTSL1 inh	PP5 inh	PREPL inh	LYPLA2 counter	GASC-1 inh	PP1 counter	Efflux pump mplx	core dimer inh	TPT1 inh
CCCCSc1nc(N)c(NC(=O)c2ccco2)c(=O)[nH]1	-4	1.6	12	4	0	-1	0.5	-6	1
COc1ccc(C(=O)n2cc(C(C)=O)c3ccccc32)cc1	-6	3.0	-2	3	-3	-2	-0.1	5	0
COc1cccc(/C=N/N2CCN(c3ccncc3S(=O)(=O)N3CCCCC3)CC2)c1	8	0.7	31	7	-6	-1	-0.1	7	2
COc1ccc(S(=O)(=O)N2CN(CCc3ccc(OC)c(OC)c3)c3nc4ccccc4nc32)cc1	-3	2.9	-2	1	-16	4	0.6	7	-2
COc1ccc(NC(=O)CNC(=O)Cn2cnc3sc(C)c(C)c3c2=O)cc1OC	-4	1.8	1	-5	-2	3	0.2	5	-1
COc1ccccc1N1C(=O)c2cccc3c(C(=O)O)ccc(c23)C1=O	0	3.8	2	1	-4	-4	0.2	3	6
c1c2c(cc3sc(N4CCOCC4)nc13)OCO2	-1	-2.3	4	2	-5	-1	0.0	-9	-8
Cc1ccc(SCC(=O)Nc2ccc(N3CCOCC3)cc2)cc1	4	-0.7	18	-1	6	-1	0.1	-7	2
CC/C(=N\NC(=O)COc1ccc(Br)cc1)c1ccc(OC)c(OC)c1	-3	-2.0	-8	-3	-4	6	-0.1	0	-2
O=C(CCN1C(=O)C2C3C=CC(C3)C2C1=O)NCCc1ccccc1Cl (stereo not given)	7	1.0	15	5	23	0	-0.1	-2	-3
Nc1ccc2c3c(cccc13)CC2	-1	0.1	17	2	-1	8	1.8*	-8	1
CCOC(=O)C=C1CCN(c2ncc(C(F)(F)F)cc2Cl)CC1	-1	-2.8	3	6	-4	1	0.0	-4	-3
O=[N+]([O-])c1ccc(N2CCN(S(=O)(=O)c3ccc(Cl)cc3)CC2)cc1NCC1CCCO1 (stereo not given)	2	3.8	0	5	-1	-3	-0.1	1	3
CCCNC(=O)c1onc(CSc2ccc(F)cc2)c1C(=O)NCCOC	0	-0.2	-5	-6	2	-1	0.1	3	-3
CCOC(=O)c1nc(Nc2ccc(C)cc2)c2ccccc2n1	4	0.1	15	1	-8	-1	0.2	-3	1
CCCCN(C(=O)CC1CCCC1)c1c(N)n(CCC)c(=O)[nH]c1=O	x	3.0	4	4	3	-5	-0.2	x	x
Cc1nc2cc(NC(=O)Nc3ccc(N4CCOCC4)cc3)ccc2n1C	3	1.5	18	4	63	-4	-0.2	-9	2
CCOC(=O)C1=C(N)OC2=C(C(=O)CCC2)C1c1ccccc1OC (stereo not given)	4	7.5	12	5	-10	3	0.0	-4	-3
Cc1ccsc1C(=O)N1CCCC(CCC(=O)NCc2ccc(F)c(F)c2)C1 (stereo not given)	0	-1.8	2	0	3	-6	-0.1	2	-3
O=C(COc1ccc(C2SCCS2)cc1)Nc1ccc(Cl)cc1	-6	2.4	-18	7	-1	-2	-0.2	3	-2
O=C(c1ccc(C(F)(F)F)cc1)N1CCC(=O)N(C(CO)Cc2ccccc2)CC1 (stereo not given)	-2	1.3	-6	-2	2	2	-0.1	9	0
CCOC(=O)N1CCN(Cc2nc3cc(NC(=O)CC(C)C)ccc3n2CC)CC1	0	0.2	-11	4	-5	-5	0.0	6	5
Cc1ccc(NC(=O)CC(C)N2CCCC2)cc1 (stereo not given)	-3	3.0	5	6	0	9	0.2	3	4
CC(=O)Nc1ccc(S(=O)(=O)NCC(=O)OCC(=O)N2CCCCCC2)cc1	x	1.4	4	2	5	-2	-0.1	x	x
O=C(CN1CCC(n2nnc3cc(F)ccc32)CC1)Nc1ccc2c(c1)CCC2	4	3.4	-42	6	-5	7	0.1	8	-1
Cc1cc(C)cc(NC(=O)CSc2nnc(CN3CCOCC3)n2C)c1	-2	1.0	-3	-3	8	-2	-0.1	0	-3
O=C(CN1CCN(c2ccccn2)CC1)Nc1ccc(F)c(F)c1	-4	2.4	8	8	6	-1	0.5	1	1
Cn1c(/C=C/c2cccc([N+](=O)[O-])c2)c([N+](=O)[O-])c(=O)n(C)c1=O	-2	2.0	12	5	19	-1	-0.1	0	-2
O=C(CSc1nnc(-c2ccco2)n1Cc1ccco1)Nc1ccccc1	-2	4.6	-7	3	-2	4	0.1	-11	3
COc1cccc(C(=O)NN2CC(O)=C(c3nc4ccccc4n3C)C2=N)c1	-1	2.6	13	6	-25	-1	-0.1	-5	-4
COc1ccccc1NS(=O)(=O)c1ccc(C)c(NC(=O)NC2CCCCC2)c1	1	3.7	-2	-8	-4	2	0.2	9	3
O=C(CN(Cc1ccc(F)cc1)C(=O)c1ccco1)NCc1ccc(F)cc1	-2	0.9	1	3	54	-3	-0.1	0	-1
COc1ccc(Cl)cc1NC(=O)CN(C)C(=O)CCNC(=O)c1ccccc1OC	x	4.4	7	-5	x	-3	0.3	x	x
CCOc1cc2c(cc1OCC)C(C(=O)O)C(c1ccc(OC)c(O)c1)N(C)C2=O (stereo not given)	1	2.2	0	0	-34	-1	0.1	-13	-4
CCN(CC)C(=O)CC(c1cc(OC)c(OC)c(OC)c1)c1c(OC)cc(OC)c2ccc(=O)oc12 (stereo not given)	-4	3.2	-1	2	2	5	0.0	-3	4
COc1ccc(C(=O)N/N=C/c2cn[nH]c2-c2ccc(OC)cc2OC)cc1	1	1.7	-18	-1	-6	0	0.0	-3	-4
Cc1ccc(N(C)C(=O)N2CCN(c3ccccn3)CC2)cc1	2	2.4	-14	3	-7	-4	0.2	0	-4
Cc1c(CCOC(=O)c2cccc([N+](=O)[O-])c2)sc[n+]1CC(=O)c1ccccc1	0	-2.9	51*	11	-5	-1	0.1	-2	-1
Cc1ccc(N2CCN(S(=O)(=O)c3ccc4c(c3)n(C)c(=O)c(=O)n4C)CC2C)cc1 (stereo not given)	-1	4.2	-3	0	0	-3	-0.1	-2	3
CCCCN(C)C(=O)c1ccc2c(c1)S(=O)(=O)c1ccccc1C2=O	2	0.9	4	19	4	-2	-0.1	-16	-1
CCOC(=O)c1c(NC(=O)c2cc(-c3cccc(O)c3)on2)sc(C(C)=O)c1C	-3	2.9	2	-8	-2	-3	0.1	18	-3
CCN(CC)c1ccc(/C=N/NC(=O)Cc2nnc(NC(=O)Nc3ccccc3)s2)cc1	2	0.9	20	-14	0	20*	-0.2	38	1
N#C/C(=C\c1cn(CCOc2ccccc2)c2ccccc12)C(=O)NCc1cccs1	-4	2.0	-9	1	5	2	-0.1	9	21
O=C(c1ccccc1Cl)N1CCN(Cc2ccc3c(c2)OCO3)CC1	2	-0.1	8	-10	-9	-3	0.0	0	0
Cc1cc(=O)[nH]c(CN2CCC(c3ccccc3)CC2)n1	0	0.6	12	3	20	-4	-0.1	-2	-6
CCN1CCN(S(=O)(=O)c2cccc([N+](=O)[O-])c2)CC1	-1	-2.4	4	7	11	-5	0.1	-5	-4
CCCSc1nc(N2CCOCC2)c2c(c1C#N)CCCC2	7	2.9	5	1	0	-6	0.0	2	1
Cc1c(Cl)cccc1N1C(=O)C(N2C(=O)c3cccc([N+](=O)[O-])c3C2=O)C1c1cccs1 (stereo not given)	5	0.0	8	3	17	0	-0.1	14	0
CC(C)(C)c1ccc(C2C(C#N)=C(N)Oc3n[nH]c(-c4cccnc4)c32)cc1 (stereo not given)	-5	0.6	4	-31	0	2	0.1	7	-1
Cc1ccc(CNC(=O)c2cnc3ccccc3n2)cc1	-2	2.5	-9	0	7	0	0.0	5	2
CCOc1ccccc1OCC(=O)NCc1ccco1	1	-0.4	0	2	5	-3	-0.1	10	2
Cc1ccccc1OCCC(=O)Nc1ccccc1C(=O)NC1CC1	-3	-0.2	12	-2	5	-5	-0.1	0	0
O=C(Nc1nnc(SCC(=O)N2CCCC2)s1)C1CC(=O)N(c2ccccc2)C1 (stereo not given)	-1	-1.0	2	7	1	-2	0.1	-2	-3
NC(=O)CC1C(=O)N(c2ccc(Cl)cc2)C(=S)N1NC(=O)c1cccc(F)c1 (stereo not given)	1	0.3	6	-11	-29	-8	0.8	2	-4
CN(C)c1ccc(N/C(N)=N/c2nc(C(F)(F)F)cc(C(F)(F)F)n2)cc1	6	2.1	13	2	-4	1	0.1	-3	-1
Cc1cc(C=C2C(=O)CCCC2=O)c(C)n1-c1ccccc1	2	-1.3	6	2	-7	-2	-0.4	55*	5
CCCC1C(=O)Nc2ccccc2N1C(=O)c1ccc(C(C)(C)C)cc1 (stereo not given)	4	8.3	7	-4	-7	7	0.1	-7	1
COc1cccc(CNC(=O)COC(=O)C2CCN(c3ccc(C(F)(F)F)cn3)CC2)c1	x	6.7	12	4	1	-1	-0.3	x	x
O=c1c2c(-c3ccc([N+](=O)[O-])cc3)ccnc2[nH]n1-c1ccccc1	6	-0.2	24	6	-3	2	0.0	-15	-4
Cc1cc2nc(N)sc2cc1[N+](=O)[O-]	-1	-1.3	10	5	7	8	-0.2	-3	0
The listing continues.
SMILES	Fh CTSL1 inh	PP5 inh	PREPL inh	LYPLA2 counter	GASC-1 inh	PP1 counter	Efflux pump mplx	core dimer inh	TPT1 inh
Cc1ccc(-c2cc(C(=O)NC3CCCCC3)no2)cc1	-2	0.1	13	2	13	1	-0.5	-19	-2
CNC(=O)NC(=O)COC(=O)CCc1nc(=O)c2ccccc2n1C	0	-1.3	0	-2	6	1	-0.1	-3	-4
Cc1ccc(NC(=O)c2ccccc2)cc1-n1cnnn1	-1	3.8	14	3	10	-5	0.2	2	-1
CCCc1nnc(NC(=O)CCC(=O)N2CCN(CCOc3ccc(C)cc3)CC2)s1	-3	1.7	1	2	48&2	-2	0.0	-2	2
CCc1nc(OCCN(CC)CC)c2oc3ccccc3c2n1	-2	2.2	-4	10	-9	-2	0.3	-2	4
COc1ccc(CC(CC(=O)O)C(=O)Nc2ccc(Cl)c(Cl)c2)cc1 (stereo not given)	3	-1.0	2	2	45	0	-0.1	7	-1
COc1cc2c(cc1NC(=O)CSc1ccc(C)cc1)oc1ccccc12	-1	1.7	-42	-10	22	-2	0.0	-2	0
COc1ccc(C(=O)NCCS(=O)(=O)N2CCN(C(=O)c3ccco3)CC2)cc1	-2	-2.5	3	-1	1	-4	-0.1	0	1
CCCCN(CC)C(=O)Cn1cnc2sc(C)c(S(=O)(=O)N3CCC(C)CC3)c2c1=O	6	-0.6	5	0	0	-2	-0.2	-4	-4
COC(=O)CNC(=O)/C=C/c1cc(Br)ccc1OC	0	3.3	6	7	23	2	0.0	4	-1
N#Cc1c(C(F)(F)F)cc(Cc2ccccc2)nc1SCC(=O)NCC(=O)O	-1	-0.5	1	0	13	-8	-0.1	5	-4
